# GSK3B inh – human GSK3beta kinase inhibition; AID 2097; activity score (negative = inhibition), % at 10 µM; GST-GSK3beta kinase, ADP-Glo luminescence, 60 min; stronger effect = lower value; actives 0.038% (n = 300,000); P49841;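 active means more than half of replicate wells score below -50%, meaning over 50% inhibition versus plate controls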;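 further: 0% = median DMSO wells and -100% = median GW8510 positive control wells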
# Target sequence (P49841 whole entry, looked up): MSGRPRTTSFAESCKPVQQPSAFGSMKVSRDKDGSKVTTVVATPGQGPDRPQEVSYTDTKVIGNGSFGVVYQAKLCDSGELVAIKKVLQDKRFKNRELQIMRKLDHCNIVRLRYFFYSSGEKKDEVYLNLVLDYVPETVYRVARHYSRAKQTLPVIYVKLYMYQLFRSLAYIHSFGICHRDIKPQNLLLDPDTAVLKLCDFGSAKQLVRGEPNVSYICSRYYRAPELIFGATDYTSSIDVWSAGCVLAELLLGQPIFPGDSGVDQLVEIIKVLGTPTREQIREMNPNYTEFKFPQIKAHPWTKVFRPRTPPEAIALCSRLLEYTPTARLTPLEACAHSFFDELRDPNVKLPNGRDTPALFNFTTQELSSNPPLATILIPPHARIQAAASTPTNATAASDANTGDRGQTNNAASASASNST
#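 Test system: GST-tagged human GSK3beta kinase, cell-free; evaluation: activity score scaled between in-plate DMSO and GW8510 controls; measured by: ADP-Glo luminescence; incubation: 60 min reaction, RT; benchmarks: DMSO and 20 µM GW8510; reagent: peptide substrate plus 25 µM ATP (final); medium: Tris/MgCl2 kinase buffer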
# aSyn UTR inh – MLPCN primary screen, SNCA 5' untranslated region | alpha-synuclein 5'UTR reporter, inhibitor activity | inhibition, % (tested at 7.5 µM) | actives 0.82% (n = 300,000); in the data active means inhibition above about 60%;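 further: H4 neuroglioblastoma cells stably carrying SNCA 5'UTR luciferase fusion; 0% = DMSO wells and 100% = positive control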
# HSF1 activator – increases HSF-1 driven luciferase reporter signal. NIH3T3-HGL HSF-1 luciferase reporter, MG132, 8 h; 100% = twice DMSO control signal. AID 504408. actives 1.7% (n = 300,000). activation, % at 9 µM;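 active means mean replicate activation of at least 50% with a set share of replicates each reaching 50%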;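 further: 0% = median of the neutral control wells and 100% = twice that signal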
# HIF activator – HIF pathway transcriptional activation; U2OS HRE-luciferase reporter, luminescence; normalized: DMSO 0%, desferrioxamine 100%; activation, % at 7.5 µM (by protocol); actives 0.32% (n = 300,000);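 active means mean activation of at least 10% of the iron chelator positive control signal, with at least half of replicates also reaching 10%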
# AI-2 QS mod – modulators of Vibrio harveyi AI-2 quorum sensing system; Vibrio harveyi JMH597 AI-2 luminescence/OD600 ratio, 9 h; stronger effect = lower value; strain lacks LuxN and CqsS sensors; 0 = neutral-control median; activity change, % at 7.5 µM; actives 0.4% (n = 300,000); AID 2094; in the data active means activity change below about -75%, passing the limit was not always enough;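 further: luminescence divided by OD600 gain over 9 h not by final OD600 alone; inactives centre near 13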
# GSK3 alpha inh – blocks human GSK-3 alpha kinase; P49840; ADP-Glo luminescence, 60 min; inhibition, % at 10 µM; actives 0.1% (n = 320,000);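 in the data active means inhibition above about 50%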;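 further: GST-tagged GSK-3 alpha with peptide substrate and 25 µM ATP; 0% = DMSO neutral wells and 100% = GW8510 positive control wells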
# Target sequence (P49840 whole entry, looked up): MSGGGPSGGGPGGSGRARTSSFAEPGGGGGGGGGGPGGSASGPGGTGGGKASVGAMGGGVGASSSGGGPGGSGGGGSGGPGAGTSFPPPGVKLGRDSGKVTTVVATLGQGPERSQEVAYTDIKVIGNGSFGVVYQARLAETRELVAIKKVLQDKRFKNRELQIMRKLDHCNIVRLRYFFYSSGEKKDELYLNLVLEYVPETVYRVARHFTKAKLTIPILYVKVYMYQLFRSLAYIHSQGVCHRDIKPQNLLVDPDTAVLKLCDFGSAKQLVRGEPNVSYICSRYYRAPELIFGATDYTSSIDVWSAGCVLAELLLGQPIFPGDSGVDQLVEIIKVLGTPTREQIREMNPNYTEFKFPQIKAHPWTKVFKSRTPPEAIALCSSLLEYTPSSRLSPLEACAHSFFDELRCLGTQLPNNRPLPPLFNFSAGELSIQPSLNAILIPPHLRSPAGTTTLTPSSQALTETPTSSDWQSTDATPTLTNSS
# HSP90 refold inh – blocks HSP90-mediated luciferase refolding in reticulocyte lysate; Rabbit reticulocyte lysate, luciferase refolding luminescence, 3 h; inhibition, % at 5.6 µM; actives 0.91% (n = 290,000); AID 1789;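 active means inhibition above the screen-wide mean plus 3 SD, computed separately per campaign, cut at about 16% in these data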;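 further: 0% = DMSO wells and 100% = 60 µM geldanamycin wells; inhibitors lower the luminescence because luciferase stays unfolded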
# KLF5 inhibitor – suppresses KLF5 promoter-driven expression. DLD-1 KLF5 promoter-luciferase reporter, luminescence. inhibition, % at 5 µM. actives 0.23% (n = 290,000). AID 1700;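 active means inhibition above a per-plate limit of that plate's mean compound inhibition plus 3 SD, cut at about 60% in these data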;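 further: 0% = DMSO wells and 100% = LY294002 at 200 µM; higher means less KLF5 promoter-driven luciferase light; inactives centre near -14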
# HSF1 inhib – HSF1 inhibition | NIH3T3-HGL HSE-luciferase, MG132-induced, luminescence 8 h; stronger effect = lower value | activity change, negative = inhibition, % at 7.5 µM (by protocol) | actives 0.77% (n = 300,000);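 active means more than half of replicate wells show activity change below -50%, luminescence cut by over half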;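 further: luciferase reports HSF-1 transcriptional activity via heat shock element; 0% = median of DMSO wells and -100% = zero luminescence signal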
# IEC-6 cytotox – kills IEC-6 intestinal cells in KLF5 counter-screen. inhibition, % at 5 µM. IEC-6 cytotoxicity, luminescence viability. actives 0.78% (n = 290,000). AID 1825; in the data active means inhibition above about 22%;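 further: 0% = plate median of test compound wells and 100% = cytotoxic reference compound wells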
# Numbers without * were called inactive; . = no result given.
SMILES,GSK3B inh,aSyn UTR inh,HSF1 activator,HIF activator,AI-2 QS mod,GSK3 alpha inh,HSP90 refold inh,KLF5 inhibitor,HSF1 inhib,IEC-6 cytotox
CCOC(=O)CSc1nc2sc(C)c(C)c2c(=O)[nH]1,-3,-5,28,-7.1,42,1,-3,-1,15,1
CC(C)c1ccc(NC(=O)CSc2nc3ncccc3[nH]2)cc1,-2,24,44,.,-83*,.,-1,-28,14,-1
Cc1ccc(NC(=O)c2c([N+](=O)[O-])c(C(C)(C)C)nn2C)c(C)c1,0,18,-2,0.1,19,2,3,-14,-9,-10
O=C(CSc1nnc(-c2cccnc2)o1)Oc1ccccc1,0,-2,7,-0.3,21,-1,0,1,-3,3
O=C(CSc1nc(=O)n(CCN2CCOCC2)c2c1CCCC2)Nc1cccc([N+](=O)[O-])c1,-2,2,3,0.0,7,-1,.,.,3,.
COc1cccc(CC(=O)N2CCC(n3nccc3NC(=O)C3CCOC3)CC2)c1 (stereo not drawn),2,-2,-15,0.3,17,-3,0,-2,-5,-1
COc1ccc(NC(=O)Nc2cc(F)ccc2C)cc1,1,1,2,1.3,11,5,-1,-40,-1,6
Cc1ccc(OCCCC(=O)Nc2nnc(C3CCCO3)s2)c(C)c1 (stereo not drawn),-1,3,-1,-0.5,24,-1,-3,-6,-2,-12
CCOc1ccc(CN(C)C(=O)CNC(=O)c2ccc3ccccc3c2)cc1OC,-2,19,84*,0.1,-7,3,5,-48,21,-2
CSc1nnc(C)c(=O)n1COC(=O)c1ccc(S(=O)(=O)N2CCCC2)cc1,1,-6,-13,-0.4,26,-1,-1,-11,-2,-2
O=c1[nH]c(SCc2ccc(Cl)cc2)nc2c1CCC2,1,11,43,-6.7,12,-1,-4,-40,16,-2
Cc1ccc(C(=O)NNC(=O)C2CSC3(C)CCC(=O)N23)cc1 (stereo not drawn),-2,9,10,-0.4,6,13,.,.,7,.
O=S(=O)(Nc1ccc(S(=O)(=O)N2CCCC2)cc1)c1ccc(F)cc1,0,-3,12,-0.3,31,-3,-6,-32,-1,-3
Cc1ccccc1-n1c(SCC(=O)Nc2ccccc2Cl)nc2n[nH]c(C)c2c1=N,-4,38,45,-0.3,19,0,5,-2,16,4
CC(NC(=O)C(=O)NCCCn1ccnc1)c1ccccc1 (stereo not drawn),0,35,3,-0.4,12,-1,1,-12,8,2
COc1ccc(OCCCC(=O)NCCc2ccccc2)cc1,-4,-6,-25,-0.4,6,2,-5,10,1,-5
O=C(NCCN1CCCC1)c1ccc(Cl)cc1Cl,0,11,5,-0.9,21,0,-2,-26,3,-11
COc1ccc(/C=C/C(=O)O)cc1S(=O)(=O)N1CCCc2ccccc21,-4,5,25,-0.8,23,-5,-6,-20,7,-7
CC(C)(C)NC(=O)COc1ccc2oc3c(c2c1)CCCC3,.,-3,30,-0.5,.,-2,3,-24,13,-1
Cc1ccc(-c2csc(Cc3nc(-c4ccc5c(c4)CCC(=O)N5)cs3)n2)cc1,0,-124,-46,3.0,46,1,9,-12,-45,-1

# Molecules listed so far that have an aryl methoxy group, in the order listed:
SMILES,GSK3B inh,aSyn UTR inh,HSF1 activator,HIF activator,AI-2 QS mod,GSK3 alpha inh,HSP90 refold inh,KLF5 inhibitor,HSF1 inhib,IEC-6 cytotox
COc1cccc(CC(=O)N2CCC(n3nccc3NC(=O)C3CCOC3)CC2)c1 (stereo not drawn),2,-2,-15,0.3,17,-3,0,-2,-5,-1
COc1ccc(NC(=O)Nc2cc(F)ccc2C)cc1,1,1,2,1.3,11,5,-1,-40,-1,6
CCOc1ccc(CN(C)C(=O)CNC(=O)c2ccc3ccccc3c2)cc1OC,-2,19,84*,0.1,-7,3,5,-48,21,-2
COc1ccc(OCCCC(=O)NCCc2ccccc2)cc1,-4,-6,-25,-0.4,6,2,-5,10,1,-5
COc1ccc(/C=C/C(=O)O)cc1S(=O)(=O)N1CCCc2ccccc21,-4,5,25,-0.8,23,-5,-6,-20,7,-7

# Carrying on.
SMILES,GSK3B inh,aSyn UTR inh,HSF1 activator,HIF activator,AI-2 QS mod,GSK3 alpha inh,HSP90 refold inh,KLF5 inhibitor,HSF1 inhib,IEC-6 cytotox
CC(C)c1nc2oc3c(NCc4cccnc4)ncnc3c2c2c1CCC2,-2,25,0,-0.6,42,-2,-3,-38,-5,2
COC(=O)c1ccc(CN(c2ccccn2)S(=O)(=O)c2ccccc2)cc1,1,7,7,0.3,18,-2,-1,-26,0,-5
C=CCNC(=O)COC(=O)c1cccnc1Nc1ccccc1F,-23,8,-2,-0.7,6,0,-4,-12,-8,7
CC(NC(=O)c1cccc(S(=O)(=O)N(C)C)c1)c1nc2ccccc2[nH]1 (stereo not drawn),0,-7,1,0.4,14,-1,2,-2,-7,9
Nn1c(SCC(=O)Nc2ccccc2Br)nnc1-c1ccco1,2,9,21,-0.4,13,-3,0,-29,15,2
Cc1ccc(CNC(=O)CNS(=O)(=O)c2cccc3nsnc23)cc1,-3,0,-17,0.0,-71,.,-2,-48,-12,-1
Cc1cccc(-c2c3c(nc4c2c(=O)n(C)c(=O)n4C)-c2ccccc2C3O)c1 (stereo not drawn),-2,-4,4,-0.2,15,1,.,.,-2,.
O=C(NCC1CCCO1)/C(=C\c1ccc(Cl)cc1)NC(=O)c1ccccc1 (stereo not drawn),-3,9,-2,-0.3,3,.,0,-12,4,-2
O=C(Cc1c(O)c2ccccc2[nH]c1=O)NCc1ccc(F)cc1,-1,9,17,-0.7,34,-4,6,-14,3,12
O=C(Cn1cnc2ccccc21)Nc1cccc([N+](=O)[O-])c1,-3,3,3,-1.8,33,-2,-1,-8,-6,-7
CCc1ccc(CNc2ccc3c(c2)ncn3CC)cc1,-3,-177,-9,4.0,-63,-2,-4,-161,7,7
Cc1ccc(-c2nn3c(C)nnc3s2)cc1NCc1c(F)cccc1Cl,2,7,15,1.1,15,0,-4,-6,10,6
O=C(CN1C(=O)c2ccccc2C1=O)NCC(=O)OCC(=O)c1ccc(Br)cc1,-2,5,0,-0.4,4,-3,-1,-27,-3,-8
COc1ccc2nc(C)cc(NCc3cccc(C(F)(F)F)c3)c2c1,-2,9,10,0.5,15,-1,1,-28,-1,19
O=C(Nc1nnc(CCc2ccccc2)s1)c1cccs1,1,-80,22,0.8,-5,0,-2,-13,20,1
CCc1ccccc1-n1c(-c2ccncc2)n[nH]c1=S,2,6,-2,0.0,3,2,-2,-63,5,-6
O=C(O)CCNS(=O)(=O)c1ccccc1C(F)(F)F,0,3,-68,0.2,26,0,0,-3,-60*,-3
COc1ccc([N+](=O)[O-])cc1NC(=S)NC(NC(C)=O)C(Cl)(Cl)Cl (stereo not drawn),-7,-10,3,-0.1,26,.,4,-12,-2,1
CCOc1ccc(CCNC(=O)c2cccnc2N2CCCC2)cc1OCC,5,-1,-15,-0.1,11,.,0,13,-1,2
O=C(CCSCc1ccccc1F)NCCc1ccccc1,-3,-9,1,0.2,18,-2,0,-25,-11,-1
Cc1ccc[n+](Cc2ccc([N+](=O)[O-])cc2)c1,1,9,35,0.3,7,0,2,-28,-5,0
CCOc1ccc(OCC)c(NC(=O)CC2Oc3ccc(C)cc3NC2=O)c1 (stereo not drawn),2,21,8,0.8,10,.,-1,5,4,0
O=C(O)c1ccc(Nc2nc(-c3ccc([N+](=O)[O-])cc3)nc3ccccc23)cc1,0,12,6,-25,12,-1,-6,7,9,-7
Cc1nn(C)c(C)c1S(=O)(=O)Nc1ccc2c(c1)OCO2,0,-32,15,1.5,13,1,0,-12,5,-3
O=C(CCN1C(=O)c2cccc3cccc(c23)C1=O)NCc1cccnc1,3,1,7,0.1,29,2,2,-12,3,1
O=C(COC(=O)C1CCN(S(=O)(=O)c2cccc3cccnc23)CC1)c1ccccc1,1,22,-1,-0.4,-5,-2,-1,-18,-2,-3
Cn1nc(-c2ccccc2)cc1NC(=O)CCCC(=O)O,1,12,21,0.1,22,-1,4,-8,0,4
Oc1ccc(-c2nnc(Nc3ccccc3)c3ccccc23)cc1,-5,22,-9,-0.7,23,1,-3,-38,1,-8
CSc1nc(-c2ccccc2)cn1-c1ccc(NC(C)=O)cc1,2,-106,12,0.8,36,-3,-7,-82,-2,4
CCC/C=C1/CCCOC(C(=O)NCCNCCO)(C(F)(F)F)C1 (stereo not drawn),0,-25,6,2.4,-2,2,.,.,9,.
COc1ccc(C2OC(=O)CC2C(=O)NCc2ccccc2Cl)cc1OC (stereo not drawn),4,17,8,-1.0,27,-1,4,18,-4,1
CCNS(=O)(=O)c1ccc(C(=O)OCc2cc(=O)oc3cc(OC)ccc23)cc1,-1,4,16,0.1,26,2,0,-7,1,-2
CCc1ccc(OCC(=O)Nc2ccc3oc(=O)ccc3c2)cc1,-2,-7,-9,-0.4,4,-2,1,4,-6,-5
Cc1nnc2ccc(-c3cccc(NC(=O)c4ccco4)c3)nn12,2,2,3,-0.2,10,-2,-10,-22,-3,-2
O=C(NCc1cccnc1)NC1(c2ccccc2)CC1,0,-1,18,0.5,3,-14,-2,10,2,6
COc1ccc(-c2noc(CN(C)S(=O)(=O)c3ccc(C)cc3)n2)cc1,1,-10,1,-0.9,37,-1,2,-6,2,-1
FC(F)(F)c1ccccc1NC(=S)NN=C1CCCCCC1,-1,-18,-12,3.0,3,-1,4,-14,-7,7
CCCCC(=O)NC(NC(=O)CCCC)c1ccc(OCCC)c(OC)c1,-1,-26,4,0.7,-5,0,-1,-26,1,-2
CCOC(=O)c1sc(-c2ccccc2)cc1N,0,-116,-41,0.9,12,1,3,-63,-30,-3
CCCN1Cc2cccc(C(=O)NCc3ccccc3)c2C1=O,-1,9,-6,0.0,15,-1,5,-14,-4,3
COc1ccc(C(=O)c2nc3c(n2O)CCCCC3)cc1,2,-22,12,0.1,6,-1,4,-44,9,2
Nc1cc(=O)[nH]c(SCCSc2ccc(F)cc2)n1,-1,43,7,0.0,12,-3,1,-48,-5,-10
Cc1ccc2c(cnn2C(=O)CCC(=O)NC2CCCC2)c1,5,4,-19,0.0,23,1,-4,-10,-2,3
CCOC(=O)CNC(=O)c1ccc2[nH]c3c(c2c1)CCCC3,-1,-27,0,0.4,25,-1,0,-17,1,0
O=C(CC12CC3CC(CC(Br)(C3)C1)C2)NC1=NCCS1,4,12,2,0.0,21,-2,4,3,-1,9
COc1ccc(-c2nnc(SCCc3ccccc3)n2N)cc1,-1,-82,6,0.7,5,-1,1,-15,3,-4
Cc1oc(-c2cccc(Cl)c2)nc1CS(=O)(=O)CC(=O)NC1CC1,3,19,57*,-0.3,-3,-1,-1,-33,25,2
Cc1[nH][nH]c(=O)c1C(c1ccc(Br)cc1)c1c(C)[nH][nH]c1=O,0,8,-4,-0.1,-8,-1,6,0,3,5
CCOc1ccc(NC(=O)/C=C/c2ccccc2)c([N+](=O)[O-])c1,-6,-147,22,3.9,1,-3,0,-19,9,13
C=CCn1c(SCC(=O)NC2CCCC2)nnc1-c1cccnc1,3,13,-9,-3.1,14,4,1,-16,-1,11
O=C(OC1CSc2nc3ccccc3n2C1)c1ccco1 (stereo not drawn),0,1,13,-0.3,13,0,3,-37,6,3
COC(=O)c1ccc(Cn2c(C)cc(C)[n+]2C)o1,1,6,9,-12,15,0,6,-28,-1,16
